Compound activity: PubChem BioAssay, Broad Institute
ARNT TACC3 PPI – disrupts binding between human ARNT and TACC3. AlphaScreen His-ARNT PAS-B/GST-TACC3 binding, luminescence; TACC3 fragment carries E629A point mutation. inhibition, % at 9.99 µM. hit rate 0.66% among 390,000;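 active means mean inhibition of replicates at least 50% and at least half of replicates each reaching 50%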;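 further: 0% = complete ARNT plus TACC3 wells and 100% = ARNT alone without TACC3; many hits fall short of the cut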
RAD54 branch – RAD54 (human) branch migration inhibition; Q92698; RAD54 Holliday junction branch migration, FAM/BHQ fluorescence; inhibition, % at 10.4 µM; hit rate 0.14% among 360,000; AID 602329;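 active means mean normalized replicate activity at least 40 and at least half of replicates scoring 40 or more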;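 further: 0% = median of neutral control wells and 100% = median of positive control wells; inhibitors cause a drop in the FAM fluorescence signal; in these data hits start at about 50%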
esBAF inh – inhibitors of esBAF chromatin remodeling in mouse ES cells. reporter increase, % at 12.5 µM. Bmi1-luciferase knock-in reporter, 24 h; 100% = twice the neutral-well signal. hit rate 2% among 350,000; in the data active means activation above about 40%;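 further: 0% = median of the plate's neutral control wells and 100% = double that signal; a rise in the Bmi1 reporter signal indicates esBAF inhibition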
RAD52 inh – inhibitors of human RAD52 DNA annealing | P43351 | recombinant RAD52 DNA annealing, FRET fluorescence | inhibition, % at 18.7 µM | hit rate 0.46% among 360,000;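 active means every replicate showing at least 50% inhibition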
Target sequence (P43351 whole entry, looked up): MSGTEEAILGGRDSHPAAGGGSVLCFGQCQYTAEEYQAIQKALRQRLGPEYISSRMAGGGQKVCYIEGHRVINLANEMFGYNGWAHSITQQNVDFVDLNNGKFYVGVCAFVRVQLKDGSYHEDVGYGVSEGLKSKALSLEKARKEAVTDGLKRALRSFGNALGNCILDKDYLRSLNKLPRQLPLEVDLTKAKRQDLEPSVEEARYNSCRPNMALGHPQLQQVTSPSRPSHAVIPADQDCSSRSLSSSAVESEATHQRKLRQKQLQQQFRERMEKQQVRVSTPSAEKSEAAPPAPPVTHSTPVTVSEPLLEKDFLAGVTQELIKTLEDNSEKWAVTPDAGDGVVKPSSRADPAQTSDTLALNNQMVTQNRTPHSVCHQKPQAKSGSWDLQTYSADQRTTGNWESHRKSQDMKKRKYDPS
XiGFP reactiv – activators of X-chromosome reactivation in mouse fibroblasts; XiGFP mouse fibroblasts, % GFP-positive cells imaging, 3 d; cells co-treated with 5-aza-dC sensitizer; scaled so ellipticine positive control = 100%; activation, % at 7.58 µM; hit rate 0.055% among 360,000; AID 743238;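 active means mean normalized replicate activation at least 10% and every replicate at or above 10%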;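 further: 0% = median of on-plate neutral control wells and 100% = ellipticine 6 µM median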
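System: 68-5-11 XiGFP fibroblast line | Buffer or medium: DMEM containing 5-aza-dC | Compound: Single point | Times: Compounds 3 days, fix/stain 15 min at room temperature | Benchmarks: Positive control ellipticine, 6 µM final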
F508del corr – correctors of CFTR F508del function in bronchial epithelial cells | CFBE cells, YFP halide quenching; stimulated with forskolin plus potentiator P3; % fluorescence drop versus neutral controls | activity (quench increase), % at 7.58 µM | hit rate 0.36% among 350,000;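 active means mean added fluorescence quench of at least 8% versus neutral control, with both replicates also reaching 8%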;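 further: cells transiently co-express mutant CFTR-F508del with the halide-sensitive YFP; corrector assay measuring rescue of mutant channel to the surface after 24 h compound exposure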
ERAP1 HTS inh – blocks human ERAP1 aminopeptidase activity; inhibition, % at 10.7 µM; hit rate 0.15% among 340,000; Q9NZ08; recombinant ERAP1, Leu-AMC fluorescence, 60 min; AID 652197;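 active means mean replicate inhibition of at least 30%, or all replicates individually reaching that 30% level; inactive means mean below 30% and not every replicate reaching it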;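 further: 0% = neutral control wells and 100% = L-leucinethiol positive control wells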
INS-1E GSIS act – GLuc luminescence reporter in INS-1E cells, primary screen for activators of glucose-dependent secretion of insulin; INS-1E GLuc reporter insulin secretion, 2-3 h; activation, % at 16.6 µM; hit rate 0.61% among 370,000;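 active means lowest replicate activation of at least 40%, so every replicate reaches that level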;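 further: 0% = median of neutral control wells and 100% = median of IBMX positive control wells; some compounds called inactive have numbers as strong as hits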
An asterisk follows results filed as active; . = no result given; & = joins results of further samples; ! = not confirmed by another sample.

SMILES	ARNT TACC3 PPI	RAD54 branch	esBAF inh	RAD52 inh	XiGFP reactiv	F508del corr	ERAP1 HTS inh	INS-1E GSIS act
CCc1nnc(NC(=O)c2ccc(S(C)(=O)=O)cc2)s1	4	-5	29	-15	0.1	0.6	-2	3
CC(C)(C)n1cc(S(=O)(=O)c2ccccc2)[nH]c1=O	.	-4	0	-6	0.1	1.4	-2	9
CCCC#Cc1ccc([C@H]2[C@H](CO)N3CCCCN(S(=O)(=O)c4ccccc4F)C[C@@H]23)cc1	-4	-8	5	4	1.3	-0.5	1	-23
Cc1ccc(S(=O)(=O)N(CCC(=O)N2CCOCC2)c2ccccc2)cc1	-4	.	.	-2	0.0	0.1	9	14
Cc1ccc(-c2ccc(C3[C@H]4CNC[C@@H]3N4S(=O)(=O)c3cccc(C)c3)cc2)cc1 (stereo not given in full)	.	.	.	54*!	0.0&0.0	-2.8&-0.3	1&1	-4&-1
COc1cccc(C2C(C(=O)OCc3ccccc3)=C(C)Nc3ncnn32)c1OC (stereo not given)	6	6	-2	-18	0.0	-1.7	1	3
O=C(CSC1=Nc2ccccc2C2CC=NN12)Nc1ccc(F)c(F)c1F (stereo not given)	.	8	1	-15	0.2	-3.7	1	0
C=CCC[C@H](Cc1ccc(F)cc1)C(=O)OC[C@H](Cc1c[nH]c2ccccc12)NC(=O)[C@H](CC=C)CC(=O)N(CCO)Cc1ccccc1	-1	2	6	-6	0.0	2.7	-3	-23
CC(=O)Nc1cccc(OCCCNS(=O)(=O)c2ccc(C#N)cc2)c1	-6	8	-11	-15	0.0	0.7	-1	-7
COc1ccc(S(=O)(=O)N(C)C[C@@H]2OCCCC[C@@H](C)Oc3ccc(N(C)C)cc3C(=O)N([C@H](C)CO)C[C@H]2C)cc1	14	2	5	10	0.2	0.1	1	-5
Cc1cc(C(=O)Nc2cccc3c2O[C@@H](CN(C)Cc2ccc(C(=O)O)cc2)[C@H](C)CN([C@H](C)CO)C3=O)n(C)n1	-4	2	3	7	-1.3	-0.8	-1	11
O=C(OCCCOC(=O)c1ccc([N+](=O)[O-])o1)c1ccc([N+](=O)[O-])o1	.	5	-3	-12	0.4	0.9	-7	-8
O=C(COc1ccccc1-c1ccccc1)N/N=C/c1ccc2ccccc2c1	2	.	.	-2	0.5	.	3	13
COc1ccc(/C=C2\SC(=S)N(CCCC(=O)N3CCN(C)CC3)C2=O)cc1	24	14	-27	19	0.0	-0.5	12	-8
Cc1cccc(N2CCC(N3CCN(C4CCCCC4)C(CCO)C3)CC2)c1C (stereo not given)	10	.	.	-21	0.0	-2.2	1	-10
C[C@@H]1CCCCO[C@@H](CN(C)Cc2ccncc2)[C@H](C)CN([C@@H](C)CO)C(=O)c2cc(NS(C)(=O)=O)ccc2O1	.	.	-9	.	-0.1	-3.6	.	8
C[C@@H]1CN([C@H](C)CO)S(=O)(=O)c2ccc(C#Cc3ccc(F)cc3)cc2O[C@H]1CN(C)C(=O)CN(C)C	18	14	-12	61*	-0.5	-3.2	0	60
O=C(Cc1ccc(Cl)cc1)NNC(=O)C(=O)NC1CCCCC1	4	5	-12	3	0.4	1.0	-4	5
Cc1ccc(S(=O)(=O)Nc2ccsc2C#N)cc1	-3	10	2	-16	0.0	2.2	-2	8
COc1ccccc1-c1nn(-c2ccccc2)cc1C(=O)NC1CC1	.	-1	3	12	0.0	2.0	0	3
COc1cc(F)ccc1Oc1cccc2c1S(=O)(=O)N([C@H](C)c1ccccc1)C[C@@H](COCc1ccccc1)O2	.	.	.	-6	0.1	3.1	-3	16
O=C(Nc1cccc(F)c1)Nc1ccnn1C1CCN(C(=O)c2cscn2)CC1	-5	-11	20	4	0.0	3.2	-2	-3
O=C(c1ccncc1)N1c2ccccc2Sc2ccccc21	1	3	5	-11	0.0	-0.3	.	19
CCOC(=O)C1(CCOc2ccccc2)CCN(Cc2ccc(COC)o2)CC1	.	-6	-7	.	0.0	.	.	-9
O=C(Nc1ccc(C(=O)N2CCN(c3ccc(F)cc3)CC2)cc1)C1=CSCCO1	20	3	2	-18	0.0	-1.1	1	-6
Other entries follow:
SMILES	ARNT TACC3 PPI	RAD54 branch	esBAF inh	RAD52 inh	XiGFP reactiv	F508del corr	ERAP1 HTS inh	INS-1E GSIS act
CCN(CC)S(=O)(=O)c1ccc(NC(=O)COC(=O)c2cc(S(=O)(=O)Nc3ccc(OC)cc3)ccc2O)cc1	-16	.	.	-32	0.1	-1.5	-1	2
CN(C(=O)c1cccc([N+](=O)[O-])c1)c1ccccc1C(=O)NCc1ccccc1	-4	-12	-5	-7	0.0	1.9	3	-1
N#CCCN1CCN(C2=NC(=O)/C(=C\c3cccs3)S2)CC1	20	.	.	-9	0.0	-2.4	3	-17
CN(C)CC(=O)N1[C@H](C#N)[C@H](c2ccc(-c3ccc(C(=O)N(C)C)cc3)cc2)[C@H]1CO	8	5	6	-1	-0.1	-2.0	0	5
Cc1cc([N+](=O)[O-])nn1CC(=O)c1ccccc1	1	8	2	-15	-0.2	1.9	.	19
CC1CCCCN1C(=O)c1ccc(NC(=O)c2ccccc2Cl)cc1 (stereo not given)	-13	-2	8	0	0.4	0.9	-1	-9
Cc1cc(OCCCC(=O)Nc2nnc(C3CC3)s2)ccc1Cl	.	5	2	-16	0.0	-3.0	1	1
CC=Cc1ccc2n(c1=O)C[C@H]1[C@H](CO)[C@@H](C(=O)NC3CCC3)[C@@H]2N1C(=O)c1cnccn1 (mixture of isomers)	.	.	.	-10	-0.1	3.0	.	1
C[C@@H]1CN([C@@H](C)CO)C(=O)c2cc(C#CC3(O)CCCC3)cnc2O[C@@H]1CN(C)C(=O)Cc1ccncc1	-2	-7	1	-10	-0.3	-1.3	-4	9
Nc1cccc(Oc2ccc3c(c2)C(=O)N(CCO)C3=O)c1	2	-5	4	-11	0.0	-1.6	1	1
Cc1cccc(OCc2nnc(SCC(=O)Nc3cccc(C(=O)N4CCOCC4)c3)o2)c1C	-3	-8	-5	-14	0.0	.	16	-7
COc1ccc(NC(=O)c2cc(-c3cc(Cl)ccc3C)n[nH]2)cn1	.	2	3	-20	0.0	1.9	-3	-17
CC(C)NC(=O)N(C)C[C@@H]1OCCCC[C@H](C)Oc2ccc(NS(=O)(=O)c3cccs3)cc2C(=O)N([C@@H](C)CO)C[C@@H]1C	-8	1	1	1	0.0	-1.2	2	12
C=CCOc1ccc(/C=C2/C(=O)ON=C2C)cc1OC	0	2	-2	-8	-0.1	-0.1	2	8
CN(c1ccccc1)S(=O)(=O)c1ccc2c(c1)oc(=O)n2C	-6	-5	6	-4	0.0	0.3	-2	13
CCOC(=O)CN1CC23C=CC(O2)C(C(=O)NCc2ccc(F)cc2)C3C1=O (stereo not given)	0	-5	4	-12	0.2	-0.3	-5	11
O=C(CSc1ccc(-c2ccccn2)nn1)c1ccc(F)cc1	39	-9	.	-26	.	-0.1	.	41
CCc1noc(C)c1C(=O)Nc1cccc(S(=O)(=O)N(C)c2ccccc2)c1	5	3	5	-4	0.3	1.1	-1	-50
CC(c1ccccc1)N1C(=O)c2cccnc2C1=O (stereo not given)	9	2	-5	-3	0.2	0.6	.	12
CCNC(=O)Nc1ccc2c(c1)C(=O)N(C)[C@H]1CC[C@@H](CC(=O)NCCOC)O[C@@H]1CO2	.	4	1	4	0.1	2.3	.	1
CC(=O)N(C)C[C@@H]1Oc2ncc(-c3ccc(C(=O)N(C)C)cc3)cc2C(=O)N([C@H](C)CO)C[C@H]1C	-7	6	0	5	-0.2	-0.9	5	9
Cc1ccc(-c2cnc3c(c2)C(=O)N([C@H](C)CO)C[C@H](C)[C@H](CN(C)C(=O)c2cccc(F)c2)O3)cc1	5	0	0	7	-0.4	1.6	-1	-4
COc1ccccc1CNC(=O)Nc1nc(C(N)Cc2ccc(Cl)cc2)cs1 (stereo not given)	.	-7	1	-29	0.1	8.3*	3	.
CN1C(=O)c2cc(NC(=O)Nc3cccc(C#N)c3)ccc2OC[C@H]2O[C@@H](CC(=O)NCc3ccc(Cl)cc3)CC[C@@H]21	.	.	.	8	0.2	-1.2	5	5
COC(=O)[C@H]1C[C@@]2(O)CN(S(=O)(=O)c3ccc(C)cc3)C[C@@]2(OC(=O)NC2CC2)C[C@H]1C(=O)OC	.	2	-6	-7	0.2	1.9	-1	24

As a working copy, some entries already given:
SMILES	ARNT TACC3 PPI	RAD54 branch	esBAF inh	RAD52 inh	XiGFP reactiv	F508del corr	ERAP1 HTS inh	INS-1E GSIS act
CCN(CC)S(=O)(=O)c1ccc(NC(=O)COC(=O)c2cc(S(=O)(=O)Nc3ccc(OC)cc3)ccc2O)cc1	-16	.	.	-32	0.1	-1.5	-1	2
CN(C(=O)c1cccc([N+](=O)[O-])c1)c1ccccc1C(=O)NCc1ccccc1	-4	-12	-5	-7	0.0	1.9	3	-1

Filtered by structure, the entries above containing an aryl thioether with sulfur outside any ring (2)
SMILES	ARNT TACC3 PPI	RAD54 branch	esBAF inh	RAD52 inh	XiGFP reactiv	F508del corr	ERAP1 HTS inh	INS-1E GSIS act
Cc1cccc(OCc2nnc(SCC(=O)Nc3cccc(C(=O)N4CCOCC4)c3)o2)c1C	-3	-8	-5	-14	0.0	.	16	-7
O=C(CSc1ccc(-c2ccccn2)nn1)c1ccc(F)cc1	39	-9	.	-26	.	-0.1	.	41

Copied from the list.
Under RAD52 inh, `CC(C)NC(=O)N(C)C[C@@H]1OCCCC[C@H](C)Oc2ccc(NS(=O)(=O)c3cccs3)cc2C(=O)N([C@@H](C)CO)C[C@@H]1C` reads 1
Under ERAP1 HTS inh, `CN(C)CC(=O)N1[C@H](C#N)[C@H](c2ccc(-c3ccc(C(=O)N(C)C)cc3)cc2)[C@H]1CO` reads 0

Continuation.
SMILES	ARNT TACC3 PPI	RAD54 branch	esBAF inh	RAD52 inh	XiGFP reactiv	F508del corr	ERAP1 HTS inh	INS-1E GSIS act
O=C(NNC(=O)C1CC1c1ccccc1)c1cccc([N+](=O)[O-])c1 (stereo not given)	25	4	.	.	0.0	.	.	-3
O=C(CSc1ccsc1[N+](=O)[O-])N1CCN(c2ccc(Cl)cc2)CC1	-4	-10	-1	.	.	.	.	-3
Cc1ccc(Nc2nnc(SC(C)C(=O)NCC3CCCO3)s2)cc1C (stereo not given)	6	-7	11	-2	0.1	2.9	1	-16
C[C@@H]1CN([C@@H](C)CO)C(=O)c2cc(C3=CCCCC3)cnc2O[C@@H]1CN(C)Cc1ccncc1	-4	10	-16	17	-1.9	-3.6	2	10
CCC(=O)N(C)C[C@@H]1Oc2ncc(C#CC3(O)CCCC3)cc2C(=O)N([C@H](C)CO)C[C@@H]1C	2	0	6	-3	-0.2	-2.1	2	10
CC(=O)NC12CC3CC(C1)CC(C(=O)N1CCN(S(=O)(=O)c4ccccc4[N+](=O)[O-])CC1)(C3)C2	7	5	2	-13	0.6	-1.3	0	.
COc1ccc(CCn2c(C3CCCCC3)nc3c(c(=O)c4ccccc4n3C)c2=O)cc1OC	-12	2	-8	-8	0.0	-3.0	2	.
Cc1cc(C)cc(N(CCC#N)C(=O)COC(=O)C2CCN(S(=O)(=O)c3ccc(C)c(C)c3)CC2)c1	0	0	3	-12	0.1	2.2	-1	-10

RAD52 inh: what is marked active above.
Compound | ARNT TACC3 PPI | esBAF inh | RAD52 inh | F508del corr | ERAP1 HTS inh | INS-1E GSIS act
Cc1ccc(-c2ccc(C3[C@H]4CNC[C@@H]3N4S(=O)(=O)c3cccc(C)c3)cc2)cc1 (stereo not given in full) | . | . | 54*! | -2.8&-0.3 | 1&1 | -4&-1
C[C@@H]1CN([C@H](C)CO)S(=O)(=O)c2ccc(C#Cc3ccc(F)cc3)cc2O[C@H]1CN(C)C(=O)CN(C)C | 18 | -12 | 61* | -3.2 | 0 | 60
